Tb PGK inh = T. brucei PGK inhibition. P07378. PGK/GAPDH coupled, Kinase-Glo luminescence, 60 min. Potency, µM (series often up to 57.5 µM), without a hit: at the top dose activity change, negative = inhibition, actives largely listed as inhibitors. 0.043% of 380,000 active; note: potency is the fitted concentration of half-maximal effect; % is set by controls: 0 for no effect and ±100 for the full control effect; nearly all actives have a fitted effect of over 60% in size
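Luminescent ATP detection (Kinase-Glo Plus) follows a 60-minute room-temperature incubation, with wells lacking PGK as controls. Buffer: 100 mM TEA (pH 7.6), 5 mM MgCl2, 0.01% Tween-20. Coupling enzyme GAPDH (100 nM final) supplies unstable 1,3-BPG in-well.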
TrxR1 substrate = substrates of rat thioredoxin reductase 1 | Potency, µM (doses to about 114 µM), for the others: top-dose activity change, negative = substrate turnover | 0.01% of 390,000 active | purified TrxR1 substrate turnover, NADPH consumption readout; note: potency is the fitted concentration of half-maximal effect; % is set by controls: 0 for no effect and ±100 for the full control effect; nearly all actives have a fitted effect of over 50% in size
Target sequence (O89049 whole entry, looked up): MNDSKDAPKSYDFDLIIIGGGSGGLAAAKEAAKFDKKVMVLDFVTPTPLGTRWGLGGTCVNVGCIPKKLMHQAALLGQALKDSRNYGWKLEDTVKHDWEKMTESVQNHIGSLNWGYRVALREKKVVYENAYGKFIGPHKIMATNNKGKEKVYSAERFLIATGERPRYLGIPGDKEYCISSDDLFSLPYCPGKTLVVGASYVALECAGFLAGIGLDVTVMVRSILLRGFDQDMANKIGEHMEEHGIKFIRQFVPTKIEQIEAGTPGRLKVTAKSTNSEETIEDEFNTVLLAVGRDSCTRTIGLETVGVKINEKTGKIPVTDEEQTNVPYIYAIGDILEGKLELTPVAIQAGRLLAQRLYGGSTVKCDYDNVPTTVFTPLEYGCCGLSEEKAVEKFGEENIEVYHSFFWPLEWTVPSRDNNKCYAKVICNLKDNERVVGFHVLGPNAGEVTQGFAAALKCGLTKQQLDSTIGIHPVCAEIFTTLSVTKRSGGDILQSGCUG
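Rat TrxR1, dispensed at 90 nM, was prereduced with 400 uM NADPH (final) for 5 min at ~22 deg C, then incubated with compound 15 min before 400 uM selenite. A first-read NADPH fluorescence drop versus no-compound background flagged substrates.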
IDH1 R132H inh = human IDH1 R132H inhibition; 0.093% of 390,000 active; O75874; Potency, µM (titrated, usually from 76.6 µM), for inactives: top-dose activity change, negative = inhibition, actives largely listed as inhibitors; IDH1-R132H enzyme, NADPH consumption, diaphorase/resazurin fluorescence; AID 602179; note: potency is the fitted concentration of half-maximal effect; % is set by controls: 0 for no effect and ±100 for the full control effect; nearly all actives have a fitted effect of over 65% in size
Target sequence (O75874 whole entry R132H, stated change not applied): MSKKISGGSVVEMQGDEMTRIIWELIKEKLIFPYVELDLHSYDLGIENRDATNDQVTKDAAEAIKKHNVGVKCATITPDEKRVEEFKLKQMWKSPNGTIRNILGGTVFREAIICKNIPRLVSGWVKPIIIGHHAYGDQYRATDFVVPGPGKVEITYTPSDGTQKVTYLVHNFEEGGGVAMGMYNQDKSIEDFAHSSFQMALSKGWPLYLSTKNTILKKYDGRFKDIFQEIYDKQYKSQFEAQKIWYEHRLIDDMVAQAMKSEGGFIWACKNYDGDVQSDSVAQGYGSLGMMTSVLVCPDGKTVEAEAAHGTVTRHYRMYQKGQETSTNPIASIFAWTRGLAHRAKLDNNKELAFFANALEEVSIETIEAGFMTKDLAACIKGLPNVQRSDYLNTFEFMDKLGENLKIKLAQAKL
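IDH1-R132H (0.5 ug/mL dispensed) in pH 7.5 Tris buffer was preincubated 30 min with compound, then given a substrate mix of 0.016 mM NADPH and 2 mM alpha-KG for 80 min at room temperature; remaining NADPH was read by diaphorase/resazurin fluorescence.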
HP1b binding inh = blocks HP1-beta chromodomain binding to methylated histone tails | Potency, µM (series often up to 114 µM), for the others: top-dose activity change, negative = inhibition, most hits filed as inhibitors | 0.56% of 390,000 active | P83916 | AlphaScreen HP1-beta / biotin-H3K9me3 peptide binding; note: potency is the fitted concentration of half-maximal effect; nearly all actives have a fitted effect of over 70% in size; inactives centre near 23
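Compound inhibition of the preformed complex between 50 nM HP1-beta and 50 nM biotinylated H3K9me3 peptide was read by AlphaScreen. Buffer was PBS pH 7.4 with 0.01% Tween-20. Incubations ran 30 min at room temperature, with 10 ug/mL donor/acceptor beads.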
USP1-UAF1 inh = blocks the human USP1/UAF1 deubiquitinase complex | Potency, µM (highest dose often 57.1 µM), for the others: at the top dose activity change, negative = inhibition, usual class: inhibitors | recombinant USP1/UAF1, Ub-Rhodamine cleavage fluorescence | AID 743255 | O94782 | 0.23% of 390,000 active; note: potency is the fitted concentration of half-maximal effect; % is set by controls: 0 for no effect and ±100 for the full control effect; nearly all actives have a fitted effect of over 60% in size; inactives centre near -12
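USP1/UAF1 complex at 1 nM was preincubated with compound for 15 min at room temperature, then Ub-Rho substrate (150nM final) was added. Fluorescence (480/540 nm) was read kinetically, 6 reads every 60 seconds.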
rTrxR1 inhibitor = inhibitors of rat thioredoxin reductase 1; recombinant rTrxR1, NADPH fluorescence consumption, selenite substrate; Potency, µM (highest dose often 114 µM), inactives show at the highest dose activity change, negative = inhibition, hits mostly inhibitors; 1% of 390,000 active; note: potency is the fitted concentration of half-maximal effect; % is set by controls: 0 for no effect and ±100 for the full control effect; nearly all actives have a fitted effect of over 65% in size
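Rat TrxR1 (90 nM in the dispensed reagent) was pre-reduced with 400 uM NADPH for 5 min at room temperature, then incubated with compound for 15 min. After 400 uM selenite was added, NADPH fluorescence (Ex 340/Em 450 nm) was followed for 8 min.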
Pin1 inh = human Pin1 inhibition | Q13526 | 0.009% of 390,000 active | Pin1 FP peptide displacement, HiFluor488, 10 min | AID 504891 | Potency, µM (doses to about 115 µM), for the others: at the top dose activity, negative = inhibition, most hits filed as inhibitors; active = well fitted inhibition curve with a large enough effect in the polarisation, with a control signal flat, not every such curve was filed as active; inconclusive = small, poorly fitted or top-dose-only effect, or effect the other way, or a change in a side signal; inactive = no such curve, though single readings can be large or run the other way; the % refers to the polarisation; note: potency is the fitted concentration of half-maximal effect; % is set by controls: 0 for no effect and ±100 for the full control effect
Target sequence (Q13526 whole entry, looked up): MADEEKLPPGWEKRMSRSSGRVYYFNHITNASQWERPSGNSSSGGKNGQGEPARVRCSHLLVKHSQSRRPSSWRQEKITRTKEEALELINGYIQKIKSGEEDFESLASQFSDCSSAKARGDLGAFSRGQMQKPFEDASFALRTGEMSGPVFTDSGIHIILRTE
GLS inh = glutaminase GLS (human) inhibition. AID 624170. O94925. Potency, µM (highest dose often 45.5 µM), inactives show at the top dose activity change, negative = inhibition, hits mostly inhibitors. 0.21% of 410,000 active. GLS enzymatic activity, qHTS titration; note: potency is the fitted concentration of half-maximal effect; % is set by controls: 0 for no effect and ±100 for the full control effect
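Enzyme dispensed in phosphate buffer (45 mM, pH 8.2, 0.02% Tween-20), compounds pinned in, then 1 mM L-glutamine solution and the glutamate oxidase–HRP–Amplex Red mix added; fluorescence read immediately and again after 30 min at room temperature.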
PI4K2A block = inhibitors of human PI4K2A. 0.13% of 420,000 active. activity change, negative = inhibition, % at 76.9 µM. purified PI4K2A, ADP-Glo luminescence, 1 h; stronger effect = lower value. Q9BTU6; in the data active = activity change below about -50%; inconclusive = mostly about -30% to -49%;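 note: -100% = wells without enzyme as full effect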
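Compounds are screened against recombinant PI4K2A using PI as substrate and ATP, the latter dispensed at 300 microM. Reactions run one hour at ambient temperature before ADP-Glo detection; full inhibition defined by wells lacking enzyme.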
An asterisk follows results filed as active; i = inactive; ? = inconclusive; · = not tested or not shown; [ ] = remark or other dose. Unless noted, calls come from the whole dose curve; as a rule, active = well fitted curve in the direction sought with a large enough effect; inconclusive = small, poorly fitted or top-dose-only effect, or another doubt; inactive = no such curve, though single readings can be large; an effect the other way counts as inactive or inconclusive.

SMILES	Tb PGK inh	TrxR1 substrate	IDH1 R132H inh	HP1b binding inh	USP1-UAF1 inh	rTrxR1 inhibitor	Pin1 inh	GLS inh	PI4K2A block
CC1CCCN(S(=O)(=O)c2ccc(NC(=O)CN3CCCCC3)cc2)C1 (centres undefined)	-10%	-5%	13%	24%	-3%	17%	-7%	2%	-2
COc1ccc(CCNC(=O)c2ccc(Cn3c(=O)c4ccccc4n(Cc4cccc(F)c4)c3=O)cc2)cc1OC	1%	11%	-2%	24%	-14%	24%	21%	-6%	-4
Clc1ccc2nc(-c3ccc(Cl)nc3)[nH]c2c1	-1%	32%	3%	21%[57 µM]	-6%	-4%	-3%	8%	0
CCN(CC)CCNC(=O)C1CCCCN1S(=O)(=O)c1cccc([N+](=O)[O-])c1 (centres undefined)	-4%	9%[57.1 µM]	-2%	0%	-11%	23%[57.1 µM]	-7%	-8%	4
CN(C)CCCC(C)(O)C(C)(C)c1ccccc1 (centres undefined)	-3%	-7%	-1%	5%	4%	-13%	2%	8%	11
CCn1c(=O)cc(OCC(=O)Nc2cc(OC)c(OC)c(OC)c2)c2ccccc21	3%	-13%	-5%	21%	-16%	-8%	4%	0%	-2
NC(=O)Cn1cc(/C=N/NC(=O)c2ccc(Cn3cc(Cl)cn3)o2)c(-c2ccccc2)n1	i	4%	-7%	23%	-10%	26%	15%	-4%	-4
COc1cc2c(cc1OC)/C(=C/C(=O)c1cccc([N+](=O)[O-])c1)NCC2	-1%	-4%	5%	?	-23%	0%	6%	2%	1
Fc1ccccc1Cc1noc(CN2CCN(c3ccc(Cl)cn3)CC2)n1	i	1%	0%	115%[activator]	-25%	9%	2%	-3%	-1
Cc1ccc(CNC(=O)CSCc2ccccc2)cc1	0%	-3%	4%	45%[activator]	-25%	12%	1%	6%	2
Cc1ccc(Sc2ncccc2C(=O)NCC(c2ccc(F)cc2)N2CCOCC2)cc1C (centres undefined)	-2%	7%	5%	38%	-3%	-6%	3%	0%	-4
O=S(=O)(NC1CC1)c1cccc(S(=O)(=O)N2CCCC2)c1	-8%	6%[57.1 µM]	3%	13%	4%	14%[57.1 µM]	-3%	4%	-9
O=C(NCc1ccccc1F)C(=O)NCC1OCCCN1S(=O)(=O)c1cccs1 (centres undefined)	i	-1%	4%	24%	-13%	13%	3%	1%	0
C#CCOCCOCCOCCNc1nc(N2CCN(C(=O)[C@H](CCCN=C(N)N)n3cc(C(N)[C@@H](C)CC)nn3)CC2)nc(N2CCN(C(=O)[C@H](CCCCN)n3cc([C@@H](N)[C@H](C)CC)nn3)CC2)n1 (some centres undefined)	7%	5%[57.1 µM]	-10%	35%	21%	-38%	-2%	4%	-1
CCCc1nc2oc3c(NCCOCCO)ncnc3c2c2c1COC(C)(C)C2	-3%	175%[activator]	18%	-2%	-17%	19%	0%	-5%	0
O=S(=O)(Cc1ccccc1)N1CCN(c2nc(-c3cccs3)nc3ccccc23)CC1	·	31%[activator]	·	44%[activator]	·	18%	6%	·	·
Cc1csc2nc(NC(=O)c3ccccc3)sc(=O)c12	i	16%	3%	18%	-15%	-5%[57.1 µM]	186%[activator]	-18%	1
COc1ccc(CC(NC(C)=O)C(=O)NC2CCN(C(=O)NCc3ccccc3)CC2)cc1OC (centres undefined)	4%	6%	3%	23%	-2%	9%	-2%	1%	4
Cn1cnnc1SCc1ccccc1Br	2%	-3%	-2%	24%	-9%	0%	1%	4%	-3
Cc1ccc(S(=O)(=O)N2CCN(C(=O)COC(=O)CCOc3ccccc3)CC2)c(C)c1	2%	-4%	-3%	16%	-7%	-1%	22%	5%	-4

Of the compounds above, 2 contain an aryl thioether with sulfur outside any ring:
SMILES	Tb PGK inh	TrxR1 substrate	IDH1 R132H inh	HP1b binding inh	USP1-UAF1 inh	rTrxR1 inhibitor	Pin1 inh	GLS inh	PI4K2A block
Cc1ccc(Sc2ncccc2C(=O)NCC(c2ccc(F)cc2)N2CCOCC2)cc1C (centres undefined)	-2%	7%	5%	38%	-3%	-6%	3%	0%	-4
Cn1cnnc1SCc1ccccc1Br	2%	-3%	-2%	24%	-9%	0%	1%	4%	-3

Following part:
SMILES	Tb PGK inh	TrxR1 substrate	IDH1 R132H inh	HP1b binding inh	USP1-UAF1 inh	rTrxR1 inhibitor	Pin1 inh	GLS inh	PI4K2A block
CC(C)c1ccc(NC(=O)C(c2ccccc2)N(C)C(=O)CCc2c[nH]c3ccccc23)cc1 (centres undefined)	-3%	5%	3%	3%	-25%	?	-2%	-2%	0
Cn1cnc2c(=O)[nH]cc([N+](=O)[O-])c21	·	-9%	-3%	61%[activator]	?	12%	1%	0%	-3
COc1ccc(OC)c(C(=O)CN2C(=O)NC(C)(c3ccccc3)C2=O)c1 (centres undefined)	i	-10%	0%	16%	-22%	6%[57.1 µM]	3%	2%	5
NC(=O)COc1ccc(NS(=O)(=O)Cc2ccccc2)cc1	4%	12%	6%	33%	-14%	12%[57.1 µM]	-3%	-2%	-11
CCCCCCC1CC(CCc2nc(=S)[nH][nH]2)C(=O)O1 (centres undefined)	4%	-11%	4%	-17%	-2%	-27%	1%	-14%	2
Cc1cnc(C(=O)OCC(=O)C23CC4CC(CC(C4)C2)C3)cn1	-2%	7%	4%	15%	-2%	37%[activator]	0%	-2%	-3
COc1ccc(S(=O)(=O)Nc2ccc3c(c2)C(=O)N([C@H](C)CO)C[C@H](C)[C@@H](CN(C)C(=O)NC(C)C)O3)cc1	-1%	12%[57.1 µM]	19%	35%	-21%	9%[57.1 µM]	3%	0%	4
CS(=O)(=O)N1CCN=C1SCc1ccccc1	-5%	1%	7%	49%[activator]	-9%	-2%	2%	-5%	1
Cc1ccc(-n2ncc(C(=O)NCc3ccco3)c2C2CCN(C(=O)OC(C)(C)C)CC2)cc1C	-10%	-9%	6%	-3%	?	5%	-5%	-13%	0
CCOC(=O)C1=C(O)/C(=C/c2ccc(OCC(=O)O)c(OCC)c2)SC1=Nc1ccc(C)cc1	-2%	-18%	?	24%	?	-19%	?	-20%	-3
O=C(NCCCN1CCOCC1)c1ccc2c(=O)n(Cc3ccccc3)c(=S)[nH]c2c1	-2%	-1%	-1%	39%	0%	-13%	2%	-15%	-3
Cc1ccc(-c2nn(-c3ccccc3)cc2/C=C2\SC(=S)N(CC(=O)O)C2=O)cc1	-2%	-7%	-13%	-24%[57 µM]	-17%	13%	·	56%[activator]	8
O=C(O)c1cccc(Oc2ccccc2[N+](=O)[O-])c1	-9%	-9%	-1%	22%	-12%	-7%	-3%	10%	-1
COc1ccc(CNC(=O)C(=O)NCC2OCCN2C(=O)c2ccc(OC)cc2)cc1 (centres undefined)	-6%	-10%	0%	13%	-11%	-10%	-4%	3%	-1
CC(=O)Nc1nonc1-c1nnc(SCc2ccccc2F)n1C	-3%	6%	-1%	40%[activator]	-1%	9%	-3%	5%	1
CCOc1ccccc1-c1nc(CN2CCCC2c2nccs2)c(C)o1 (centres undefined)	-6%	-18%[57.1 µM]	9%	36%	-9%	-38%	?	5%	2
Cc1ccc(C(C(=O)NC(C)(C)C)N(C(=O)c2csnn2)c2cccc(F)c2)o1 (centres undefined)	12%	8%	6%	32%	-20%	15%	-1%	0%	1
Cc1c(C(=O)OC(C)C)sc(N)c1C(=O)OC(C)C	-3%	-16%	4%	19%	-11%	-2%	?	14%	0
COc1cc(NC(=O)C(c2ccccc2)c2ccccc2)c(C(=O)O)cc1OC	-2%	-4%	-5%	30%[activator]	-19%	-4%	0%	15%	-1
COc1ccc(-n2nc([N+](=O)[O-])c(=NCCc3ccccc3)n2O)cc1	i	-17%	10%	?	-16%	-30%	-6%	-11%	4

Record cards, as listed above:
CCOc1ccccc1-c1nc(CN2CCCC2c2nccs2)c(C)o1 (centres undefined) as listed: Tb PGK inh: -6%; TrxR1 substrate: -18%[57.1 µM]; IDH1 R132H inh: 9%; HP1b binding inh: 36%; USP1-UAF1 inh: -9%; rTrxR1 inhibitor: -38%; Pin1 inh: ?; GLS inh: 5%; PI4K2A block: 2
O=C(O)c1cccc(Oc2ccccc2[N+](=O)[O-])c1 as listed: Tb PGK inh: -9%; TrxR1 substrate: -9%; IDH1 R132H inh: -1%; HP1b binding inh: 22%; USP1-UAF1 inh: -12%; rTrxR1 inhibitor: -7%; Pin1 inh: -3%; GLS inh: 10%; PI4K2A block: -1

Additional entries.
SMILES	Tb PGK inh	TrxR1 substrate	IDH1 R132H inh	HP1b binding inh	USP1-UAF1 inh	rTrxR1 inhibitor	Pin1 inh	GLS inh	PI4K2A block
CCN(CC)S(=O)(=O)c1ccc(OC)c(NC(=S)Nc2cccc(C)c2C)c1	-3%	-6%	4%	15%	0%	-11%	-15%	12%	1
O=C(O)C1C2C=CC(C2)C1C(=O)Nc1ccc2c(c1)OCCO2 (centres undefined)	-10%	0%	6%	56%[activator]	-5%	1%	3%	2%	-1
O=C(CNC(=O)c1ccco1)OCC(=O)c1ccc2c(c1)CCCC2	-1%	0%	24%	1%	-17%	79µM*	?	-11%	-9
Cc1ccc(CN2COc3ccc4c(C)cc(=O)oc4c3C2)cc1	i	·	0%	14%	-14%	?	-8%	6%	-1
O=C(O)c1c(F)c(F)c(F)c(F)c1-c1ccc(Cl)cc1	5%	14%	0%	29%	-9%	17%	1%	-1%	1
Cc1ccc(CCNC(=O)C2CCC(CNc3c(N4CCC(C)CC4)c(=O)c3=O)CC2)cc1 (centres undefined)	-7%	4%	2%	17%	-27%	25%	-4%	5%	4

High-throughput results deposited in PubChem by National Center for Advancing Translational Sciences (NCATS).

An excerpt; rates above refer to the full screens.
